14-3-3 PPI = 14-3-3 gamma protein interaction modulation; P61981; FP, 14-3-3gamma / TMR-pS259-Raf peptide binding; inhibition, % at 40 µM; 0.19% of 160,000 active; in the data active means inhibition above about 30%;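 further: 0% = protein plus tracer without compound and 100% = blank with tracer alone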
Target sequence (P61981 whole entry, looked up): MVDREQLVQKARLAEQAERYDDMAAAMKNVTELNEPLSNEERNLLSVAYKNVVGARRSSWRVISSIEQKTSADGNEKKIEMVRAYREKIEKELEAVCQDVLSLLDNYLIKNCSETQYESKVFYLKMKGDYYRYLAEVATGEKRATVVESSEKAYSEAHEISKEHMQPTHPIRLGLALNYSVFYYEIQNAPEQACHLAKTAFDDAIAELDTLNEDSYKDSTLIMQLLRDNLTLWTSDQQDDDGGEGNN
* marks the source's active call; other numbers are inactive results; & = joins results of further samples.

SMILES | 14-3-3 PPI
COc1ccc(-c2nc3cc(C)c(C)cc3[nH]c2=O)cc1 | -6.8
CC(=O)Cc1ccc2ccccc2n1 | 6.9
O=C(NCC1CCCO1)c1ccc(/C=N/O)nc1 (configuration not stated) | -0.4
CCN(CC)CCNC(=O)CC1Sc2ccccc2NC1=O (configuration not stated) | 5.5
CCSc1nc2c(c(=O)[nH]1)C(c1cccnc1)C1=C(CCCC1=O)N2 (configuration not stated) | -2.6
CCCn1c(=NC(C)=O)c(C(=O)OCC)cc2c(=O)n3ccccc3nc21 | -7.3
COC(=O)c1ccc(C2N=C(c3ccc(C)cc3)CC(c3cc(Br)ccc3O)N2)cc1 (configuration not stated) | -27.9
CC(C)COC(=O)C1C2C=CC3(CN(C4CCCC4)C(=O)C13)O2 (configuration not stated) | -2.8
COc1ccccc1NC(=O)c1sc2nc(-c3ccco3)ccc2c1N | -18.7
O=C1CCCC2=C1C(c1ccsc1)CC(=O)N2c1ccccc1 (configuration not stated) | -0.5
Cc1cc(C(=O)Nc2cccc(O)c2)co1 | -8.9
O=C(O)c1ccc(Nc2nc(-c3cccs3)cs2)cc1 | -30.1
CCOC(=O)C1CCCN(C(=O)C2CCN(c3nnc(-n4cccc4)s3)CC2)C1 (configuration not stated) | 1.2
CCOc1ccc(CN2C(=O)CCC2(C)C(=O)NC2CCCCC2)cc1OC (configuration not stated) | -4.9
COCCCNC(=O)C1c2ccccc2Oc2ccccc21 | -1.8
O=C(CSc1nc2[nH]ncc2c(=O)n1-c1ccccc1Cl)Nc1ccccc1Cl | -8.5
O=C(CSc1nc2ccccc2o1)n1c2ccccc2c2ccccc21 | -16.6
Cc1nc2sc3c(c2c(=O)o1)CCC3 | -7.8
COc1ccc(C(=O)Nc2nc3c(s2)CCc2ccccc2-3)cc1OC | -4.6
Cc1ccccc1-n1nc2c(c1NC(=O)c1ccccc1F)CS(=O)C2 (configuration not stated) | -10.3
O=C(Nc1cccc(O)c1)c1cccc(S(=O)(=O)N2CCCC2)c1 | -1.1
c1ccc2ncc(Nc3c4c(nc5ccccc35)CCC4)cc2c1 | -4.2
O=C(NCC1CCCO1)c1ccc2c(c1)ncn2-c1ccc(OCc2ccccc2)cc1 (configuration not stated) | -80.0
O=C(NCCN1CCOCC1)c1ccc2c(c1)ncn2C1CCCCCC1 | 3.1
Cc1ccc(-c2cc(C(=O)Nc3cccnc3)c3ccccc3n2)o1 | -11.3
Oc1ccccc1CNc1nc2ccccc2n1CCN1CCCCC1 | -2.9
O=C(NCCNC(=O)c1ccco1)c1ccco1 | 15.7
O=C(CSCc1nc2ccccc2[nH]1)N1CCN(c2cccc(Cl)c2)CC1 | 1.3
CC1=NN(C2CCS(=O)(=O)C2)C(=O)C1(Sc1ccccc1)Sc1ccccc1 (configuration not stated) | -11.6
CC(C)Oc1ccc(N2CC(C(=O)Nc3ccc4c(c3)OCO4)CC2=O)cc1 (configuration not stated) | 1.2

Sorted by length of the SMILES (descending): part of the list above
SMILES | 14-3-3 PPI
O=C(NCC1CCCO1)c1ccc2c(c1)ncn2-c1ccc(OCc2ccccc2)cc1 (configuration not stated) | -80.0
O=C(CSc1nc2[nH]ncc2c(=O)n1-c1ccccc1Cl)Nc1ccccc1Cl | -8.5
CC(C)Oc1ccc(N2CC(C(=O)Nc3ccc4c(c3)OCO4)CC2=O)cc1 (configuration not stated) | 1.2
O=C(CSCc1nc2ccccc2[nH]1)N1CCN(c2cccc(Cl)c2)CC1 | 1.3
CCOc1ccc(CN2C(=O)CCC2(C)C(=O)NC2CCCCC2)cc1OC (configuration not stated) | -4.9
Cc1ccccc1-n1nc2c(c1NC(=O)c1ccccc1F)CS(=O)C2 (configuration not stated) | -10.3
COc1ccc(C(=O)Nc2nc3c(s2)CCc2ccccc2-3)cc1OC | -4.6
Cc1ccc(-c2cc(C(=O)Nc3cccnc3)c3ccccc3n2)o1 | -11.3
O=C(NCCN1CCOCC1)c1ccc2c(c1)ncn2C1CCCCCC1 | 3.1
O=C(CSc1nc2ccccc2o1)n1c2ccccc2c2ccccc21 | -16.6
c1ccc2ncc(Nc3c4c(nc5ccccc35)CCC4)cc2c1 | -4.2
Oc1ccccc1CNc1nc2ccccc2n1CCN1CCCCC1 | -2.9
COCCCNC(=O)C1c2ccccc2Oc2ccccc21 | -1.8
O=C(NCCNC(=O)c1ccco1)c1ccco1 | 15.7
Cc1nc2sc3c(c2c(=O)o1)CCC3 | -7.8

Next results:
SMILES | 14-3-3 PPI
O=C(NCc1ccco1)c1ccc2c(c1)N(Cc1ccccc1Cl)C(=O)CS2 | -10.4
CC1=C(C(=O)Nc2cc(C(F)(F)F)ccc2Cl)C(c2ccc(F)cc2)C2=C(CC(C)(C)CC2=O)N1 (configuration not stated) | 1.6
CCC(SCC(=O)OC)C(=O)Nc1nnc(C(C)C)s1 (configuration not stated) | 2.1
Cc1cc(NC(=O)CS(=O)(=O)c2cn(Cc3cccc(F)c3)c3ccccc23)no1 | 3.2
CN1CCN(Cc2c(O)ccc3c(=O)c(Oc4ccc(-c5ccccc5)cc4)c(C(F)(F)F)oc23)CC1 | -3.3
CCOc1ccccc1NC(=O)c1cc(S(=O)(=O)N2CCCCCC2)ccc1F | -25.9
CCC(=O)Nc1cc(C)c(NC(=O)CCc2ccccc2)cn1 | -11.9
O=c1c2ccccc2nc(-c2ccccc2)n1-c1cccc2ccccc12 | -20.3
C=CCn1cc(Cl)c(=O)n(CC=C)c1=O | 1.3&3.8
O=C1CCCc2c1[nH]c1c(Br)cccc21 | 1.1
N=c1c(C(=O)NCc2ccccc2)cc2c(=O)n3ccccc3nc2n1CCCN1CCOCC1 | -21.7
Cc1cc2cc(CCNS(=O)(=O)c3ccccc3)c(=O)[nH]c2cc1C | 6.7
Cn1c(CCN2CCCCC2)nc2cc(NC(=O)NC3CCCCC3)ccc21 | -3.7
CCN(C(=O)CN1CCCc2ccccc21)c1c(N)n(Cc2ccccc2)c(=O)[nH]c1=O | -15.9
CC(=O)N1CCc2cc(Br)cc(S(=O)(=O)CC(=O)NC3CCCC3)c21 | -1.0
COc1ccc(OC)c(S(=O)(=O)Nc2ccc(OCC(=O)O)cc2)c1 | 0.0
Cc1ccn2c(Nc3ccccc3C)c(-c3ccccc3)nc2c1 | -3.7
Cc1cc(C)cc(-n2c(SCC(=O)Nc3ccc4c(c3)OCO4)nc3c([nH]c4ccccc43)c2=O)c1 | -20.8
CCOc1cc(-n2nc(-c3ccccc3)cc2-c2ccccc2)ncn1 | 0.9
O=C(NCCC1=CCCCC1)C(Cc1ccc([N+](=O)[O-])cc1)N1C(=O)c2ccccc2C1=O (configuration not stated) | -9.9
O=C(Nc1cccc(C(F)(F)F)c1)c1cc2nc(-c3ccccc3)cc(C(F)(F)F)n2n1 | -4.6
CCc1ccc(NC(=O)c2sc3ncn(CC(=O)N(CC)CC)c(=O)c3c2C)cc1 | 0.0
Cc1ccc(S(=O)(=O)N2CCN(S(=O)(=O)N(C)C)CC2)cc1 | -2.9
N#Cc1nc(-c2ccco2)oc1NCc1ccco1 | -8.9
CC1=C(C(=O)N2CCCCC2)C(c2ccc(C(F)(F)F)cc2)C2=C(CCCC2=O)N1 (configuration not stated) | 4.3
Cc1cccc(N2C(=S)NC3c4cc(Br)ccc4OC2(C)C3C(=O)N(C)C)c1 (configuration not stated) | -1.2
Cc1ccc(C)c2[nH]c(=O)c(C(c3nnnn3Cc3ccco3)N3CCc4ccccc4C3)cc12 (configuration not stated) | -22.2
O=C(COC(=O)c1ccc(Br)o1)NCCCc1ccccc1 | -6.9
O=C(C1CCN(S(=O)(=O)c2cccc3cccnc23)CC1)N1CCN(C2CCCC2)CC1 | 4.2
Fc1ccc(C2=CC(c3cccc(Br)c3)n3c(nc4ccccc43)N2)cc1 (configuration not stated) | -12.1
CN(C)c1ccc(C2C=C(c3ccc(Cl)cc3OC(F)F)Nc3ncnn32)cc1 (configuration not stated) | -14.3
Cc1nnc(SCC(=O)N2CCC(C(=O)Nc3nccs3)CC2)n1Cc1ccccc1 | 3.8
O=C(CSc1c2c(nc3ccccc13)CCC2)N1CCCCCC1 | -4.2
Nc1nnnn1/N=C/c1ccccc1OCc1ccc(Cl)cc1Cl | -8.9
Cn1c(=O)oc2cc(S(=O)(=O)N3CCC(C(=O)NCc4cccs4)CC3)ccc21 | -1.7
c1ccc(N2CCN(c3ncnc4c3oc3ccccc34)CC2)cc1 | 3.5
O=C1NC(=Nc2ccccc2)CS1 | 0.6
O=C(Nc1cccc(OC(F)(F)F)c1)c1ccc(Br)o1 | -8.2
Brc1ccc(-c2cnc(-c3cccs3)o2)cc1 | -1.8
Cc1[nH][nH]c(=O)c1C(c1ccco1)c1c(C)[nH][nH]c1=O | 4.8
O=C(O)CCNS(=O)(=O)c1ccc(Cl)c(C(F)(F)F)c1 | -3.5
CC(C)c1nnc(NC(=O)c2cccc([N+](=O)[O-])c2)s1 | 5.4
CCC(C)Nc1nc(OCC(F)(F)F)nc(OCC(F)(F)F)n1 (configuration not stated) | 7.8
Cc1ccc2c(c1)cc(CN(Cc1ccco1)C(=O)COc1ccccc1)c1nnnn12 | -11.2
CN(CC(O)Cn1c2ccccc2c2ccccc21)S(=O)(=O)c1ccc(F)cc1 (configuration not stated) | -2.6

Shown as labelled records: part of the list above.
> Nc1nnnn1/N=C/c1ccccc1OCc1ccc(Cl)cc1Cl
  14-3-3 PPI: -8.9
> Cn1c(=O)oc2cc(S(=O)(=O)N3CCC(C(=O)NCc4cccs4)CC3)ccc21
  14-3-3 PPI: -1.7

(listing goes on)
SMILES | 14-3-3 PPI
COc1ccc(-c2cc(C(=O)Nc3ccc(C)cc3)no2)cc1 | 4.3&-1.4
CCOc1ccc(NC(=NS(=O)(=O)c2ccccc2)c2ccccc2)cc1 | -6.6
CC(NS(=O)(=O)c1ccc(Cl)c(C(F)(F)F)c1)C(=O)O (configuration not stated) | 3.5
CC1(C)CC(=O)C2=C(C1)Nc1ccc3ccccc3c1C2c1ccc2c(c1)OCO2 (configuration not stated) | 7.9
Cn1cc(SCC(=O)Nc2ccc(F)cc2)c2ccccc21 | 0.3
CCOc1ccccc1NC(=O)C1=C(C)NC(=O)NC1c1ccc(OC)cc1OC (configuration not stated) | 0.2
O=C(CCS(=O)(=O)c1cccs1)Nc1ccc(C(=O)Nc2ccccc2F)cc1 | -17.8
O=C(Cn1c(=O)oc2ccccc21)c1ccccc1 | -0.1
COCCNC(=O)C1c2ccccc2C(=O)N(CCOC)C1c1cn(C)c2ccccc12 (configuration not stated) | -2.0
Cc1ccc(C)c(S(=O)(=O)N=C(c2ccc(Cl)cc2)N(C)C)c1 | -2.3
COc1ccc(OC(C)C(=O)Nc2ccc(C)cc2Br)cc1 (configuration not stated) | -0.8
Cc1ccc(NC(=O)CC2SC(=O)N(c3ccccc3)C2=O)cc1Cl (configuration not stated) | -1.6
CN(C)/C=C1/C(=O)Nc2ccccc21 | -2.1
CN(c1ccc(O)cc1)c1ccc2nonc2c1[N+](=O)[O-] | -4.3
CC(C(=O)Nc1nccs1)N1C(=O)c2ccccc2C1=O (configuration not stated) | -7.4
Cc1cc(Br)ccc1NC(=O)Cn1c(=O)oc2cc(Cl)ccc21 | -5.8
COc1cccc(N2COc3cc(C)c(Cl)c(C)c3C2)c1 | -1.0
CCCn1cc(SCC(=O)NCc2ccco2)c2ccccc21 | -2.5
CC(C)(C)OC(=O)N[C@H](Cc1ccccc1)C(=O)N1CCC(C(=O)O)CC1 | 5.0
CCN(C(=O)CSc1ccc2c(c1)OCCO2)C1CCS(=O)(=O)C1 (configuration not stated) | -1.5
COc1ccc(NS(=O)(=O)c2ccc3c(c2)CCN3C(C)=O)cc1 | -5.8
CC1(C)Cc2cccc(OCC(O)CN3CCN(c4ccccn4)CC3)c2O1 (configuration not stated) | 4.8
Brc1cccc2cnccc12 | -10.0
Cc1ccc(-n2c(SCc3ccc(Cl)cc3)nc3[nH]ncc3c2=O)cc1 | -1.4
COc1ccccc1NC(=O)Cc1c(C(=O)O)[nH]c2ccc(Cl)cc12 | -0.9
CN(C)CCNC(=O)c1coc(=O)c(Br)c1 | -3.8
COc1cccc(N2CCN(C(=O)c3cc4nc(-c5ccc6c(c5)OCO6)cc(C(F)(F)F)n4n3)CC2)c1 | -7.8
CCC(=O)Nc1nonc1-c1nc2ccccc2n1CC(C)C | -1.2&0.2
S=C(c1cn(CCOc2ccccc2)c2ccccc12)N1CCOCC1 | 5.5
O=C(O)CC1C(=O)OCN1C(=O)OCc1ccccc1 (configuration not stated) | -7.2
Nc1nonc1-c1noc(-c2ccc(F)cc2)n1 | -1.9
COc1cccc(C=Nc2ccc(S(=O)(=O)Nc3ccccn3)cc2)c1OC | -10.7
Cc1ccc(NC(=O)c2ccn(C(=O)Nc3ccccc3)n2)c(C)c1 | -2.0
N=c1n(Cc2ccccc2)c2ccccc2n1CC(O)c1cccs1 (configuration not stated) | -8.7
O=C(CSCc1ccccc1Cl)NCCSc1ccccn1 | -8.7
COc1ccc(CN2CCN(C)CC2)cc1OCc1ccccc1 | -3.6
c1ccc(CC2CCN(Cc3nc(-c4ccccc4)no3)CC2)cc1 | -0.2
Cc1nc2[nH]c(=O)c3c(n2n1)NC1=C(C(=O)CC(C)(C)C1)C3c1ccc(F)cc1 (configuration not stated) | -4.7
Nc1nnc(-c2ccccc2SCc2ccc(F)cc2)s1 | -5.9
C=CCn1c(NCCc2ccccc2)nc2c1c(=O)n(C)c(=O)n2C | -6.7
O=C(Cc1cccs1)Nn1c(Cc2cccs2)nc2ccccc2c1=O | -3.7
NC(=O)C1CCN(C(=O)c2ccc3c(=O)n(-c4cc(C(F)(F)F)ccc4Cl)c(=S)[nH]c3c2)CC1 | 3.6
O=C(Nc1ccc(S(=O)(=O)N2CCCCCC2)cc1)c1ccc(F)cc1 | -4.2
O=C1CSC(c2ccccc2)N1CCc1ccccc1 (configuration not stated) | -7.4
O=C(c1cccc(F)c1)N1CCN(CCCc2ccccc2)CC1 | -8.1
CCOC(=O)c1c(NC(=O)CC2Nc3ccccc3NC2=O)sc2c1CCCC2 (configuration not stated) | -8.8
CCOC(=O)c1c(NC(=O)c2cc(-c3ccc(Cl)cc3)on2)sc2c1CCCC2 | -8.0
CCCCn1c(SCc2cccc(Cl)c2)nc2ccc(N3CCOCC3)cc2c1=O | -9.5

Not all compounds are listed, so the mix of outcomes need not match the whole.
